MazF activator: increases E. coli MazEF RNase cleavage of RNA | P0AE70 | FAM/BHQ RNA-DNA oligo cleavage fluorescence, 5 h | activation, % at 20 µM | 350,000 compounds, 0.32% hits | AID 504720; in the data active = activation above about 50%
FadD28 binding: blocks FadD28 binding to the bisubstrate probe; fluorescence polarization; inhibition, % at 12.5 µM; 360,000 compounds, 0.22% hits; AID 588549; in the data active = inhibition above about 8.5%, passing the limit was not always enough; inconclusive = no clear call, values can overlap the other calls
VHR inh abs: DUSP3 (human) phosphatase inhibition; P51452; recombinant VHR phosphatase, pNPP absorbance; inhibition, % at 13.3 µM; 290,000 compounds, 0.52% hits; AID 1654; in the data active = inhibition above about 50%; also: some compounds called inactive have numbers as strong as hits
Target sequence (P51452 whole entry, looked up): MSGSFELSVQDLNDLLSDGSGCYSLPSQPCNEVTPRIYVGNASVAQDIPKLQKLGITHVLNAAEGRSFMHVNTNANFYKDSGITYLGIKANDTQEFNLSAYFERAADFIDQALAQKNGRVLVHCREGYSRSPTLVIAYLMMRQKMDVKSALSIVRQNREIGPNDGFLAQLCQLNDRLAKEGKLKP
FBA Mtb inh: inhibits M. tuberculosis FBA enzyme | P9WQA3 | purified M. tuberculosis FBA, fluorescence read-out | inhibition, % at 1 µM | 360,000 compounds, 2.3% hits; in the data active = inhibition above about 27%;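 also: 0% = vehicle and 100% = reference inhibitor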
BoNT-F LC inh: blocks Botulinum neurotoxin F light chain protease; 360,000 compounds, 0.22% hits; AID 588497; inhibition, % at 10 µM; Multiplex microsphere protease cleavage assay, flow cytometry; in the data active = inhibition above about 35%, passing the limit was not always enough; inconclusive = no clear call, values can overlap the other calls; also: plate controls were buffer without enzyme for full effect and enzyme alone for no effect
BioA inh: BioA (M. tuberculosis) enzyme inhibition. purified M. tuberculosis BioA enzyme, plate reader. inhibition, % at 9.99 µM. 360,000 compounds, 0.096% hits. AID 602481; in the data active = inhibition above about 40%; inconclusive = no clear call, values can overlap the other calls
CCHFV vOTU inh: blocks the CCHF virus ovarian tumor domain protease. CCHFV vOTU protease, Pep-AMC fluorescence. inhibition, % at 11.5 µM. 370,000 compounds, 0.55% hits; also: 0% = vehicle wells with enzyme and 100% = no enzyme wells
GDH-TPI inh: GDH-TPI coupled enzyme inhibition counter-screen. GDH-TPI coupled enzyme counterscreen, NADH absorbance. inhibition, % at 4.8 µM. 360,000 compounds, 1.2% hits;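 also: 0% = DMSO wells and 100% = wells lacking the enzyme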
Rv3671c inh: inhibitors of M. tuberculosis serine protease Rv3671c; P9WHR9; inhibition, % at 5.96 µM; 320,000 compounds, 0.048% hits; in the data active = inhibition above about 38%;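 also: extracellular domain of Rv3671c used as enzyme; 0% = enzyme with DMSO and 100% = no enzyme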
Target sequence (P9WHR9 whole entry, looked up, the tested form may be a part): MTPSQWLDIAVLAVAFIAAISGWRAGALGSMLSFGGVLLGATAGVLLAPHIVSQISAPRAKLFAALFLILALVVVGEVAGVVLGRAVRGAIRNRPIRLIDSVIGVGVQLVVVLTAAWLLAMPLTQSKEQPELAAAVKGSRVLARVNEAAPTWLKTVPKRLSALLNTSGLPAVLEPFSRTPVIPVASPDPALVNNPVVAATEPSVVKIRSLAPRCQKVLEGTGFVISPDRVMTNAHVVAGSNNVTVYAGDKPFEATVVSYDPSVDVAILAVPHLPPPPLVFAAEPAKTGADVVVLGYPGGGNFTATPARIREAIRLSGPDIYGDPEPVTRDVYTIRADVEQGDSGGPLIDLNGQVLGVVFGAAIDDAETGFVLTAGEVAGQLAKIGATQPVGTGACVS
UGM FP inh: Mtb UDP-galactopyranose mutase inhibition | AID 504406 | 320,000 compounds, 0.06% hits | inhibition, % at 10 µM | purified UGM, fluorescence polarization probe displacement | P9WIQ1; in the data active = inhibition above about 10%, passing the limit was not always enough; inconclusive = no clear call, values can overlap the other calls
Target sequence (P9WIQ1 whole entry, looked up): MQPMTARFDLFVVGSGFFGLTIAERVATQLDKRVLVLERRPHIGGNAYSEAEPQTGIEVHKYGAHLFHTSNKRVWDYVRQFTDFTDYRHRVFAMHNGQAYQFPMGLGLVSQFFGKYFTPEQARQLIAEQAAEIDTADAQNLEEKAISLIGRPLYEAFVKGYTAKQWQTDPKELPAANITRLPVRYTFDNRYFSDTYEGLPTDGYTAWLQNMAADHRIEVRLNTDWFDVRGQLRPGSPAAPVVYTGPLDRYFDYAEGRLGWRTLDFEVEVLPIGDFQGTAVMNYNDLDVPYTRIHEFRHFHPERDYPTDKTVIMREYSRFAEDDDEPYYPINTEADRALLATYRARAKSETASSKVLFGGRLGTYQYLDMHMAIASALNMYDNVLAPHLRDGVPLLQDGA
The depositor's hits bear a star; u = inconclusive; x = not tested or not shown; + = active, no number. Rule as the data show it, unless noted: active = inhibition above about 30%; inactive = the rest. Compounds were not picked by outcome, and some 4.9% of all compounds hit somewhere here.

compound	VHR inh abs	Rv3671c inh	FBA Mtb inh	GDH-TPI inh	MazF activator	UGM FP inh	FadD28 binding	CCHFV vOTU inh	BioA inh	BoNT-F LC inh
CCC1CCCCN1C(=O)COc1ccc2c3c(c(=O)oc2c1)CCC3 (stereo not given)	x	2	23	9	2	-1.3	-2.1	-7	3.5	-7
CC(=O)NC1C(=O)N(CC(C)C)c2ccccc21 (stereo not given)	23	8	-5	-17	0	-0.5	-3.6	2	x	-4
CCCCn1c(O)c(/C=N/NC(=O)c2ccncc2)c(=O)[nH]c1=O	4	-1	1	46*	-30	0.6	-3.4	10	-0.3	u
CC(=O)c1ccccc1NC(=O)c1cc(S(=O)(=O)N2CCOCC2)ccc1N1CCCC1	x	-5	0	-2	5	0.4	x	-8	-1.4	1
Cc1cc(C(=O)OCCO)c(C#N)c(N)n1	17	-8	143*	12	-1	-0.8	-1.1	-171	-3.0	-4
COc1cccc(NC(=O)c2ccc(S(=O)(=O)N3CCCCC3)cc2)c1	19	-1	2	4	10	-0.9	-1.7	7	0.0	-8
COc1ccc(Nc2nc(N)nc(CSC(=S)N3CCN(c4ccccc4)CC3)n2)cc1	13	-9	3	8	0	1.4	0.6	-6	x	-6
CC(Sc1nnc(C2CC2)n1C1CC1)C(=O)Nc1cccc(S(=O)(=O)N(C)C)c1 (stereo not given)	x	-2	1	5	4	-0.6	-2.3	-1	-0.8	-5
COCCN1CCC(CNCc2cn(-c3cc(C)ccc3C)nc2-c2ccccc2)C1 (stereo not given)	15	3	1	-1	11	-0.9	-3.1	-2	x	-19
O=C(Nc1cccc(S(=O)(=O)NCc2ccco2)c1)c1cc(-c2ccc(F)cc2)nc2ccccc12	10	-249	2	1	-1	2.1	0.6	1	-0.8	-8
CC(C)c1ccc(CNc2ncc(Br)cn2)cc1	-6	0	6	-1	8	3.9	-1.9	12	-0.2	u
CN(C)/C=C/C(=O)c1ccc(Br)cc1	17	-1	-2	23	6	1.4	1.1	9	-0.3	-2
O=c1[nH]c2ccc(NCc3ccc(F)cc3)cc2[nH]1	24	-7	1	7	9	-2.8	-2.0	-1	0.6	-14
CC(=N/O)/C(=N\O)c1ccc(C)o1	15	-1	2	5	9	2.0	0.9	17	-2.2	-27
C=Cn1ccnc1P(=S)(c1cc(N(CC)CC)ns1)c1nccn1C=C	14	-7	5	10	7	-0.6	1.2	-5	3.0	-5
COc1ccc(Cl)cc1N(C(=O)c1ccco1)C(C(=O)NC1CCCC1)c1cccnc1 (stereo not given)	49	7	0	-8	7	-0.6	-1.6	-4	0.4	0
CC(C(=O)NCC1CCCCC1)N1CCN(S(=O)(=O)c2cccs2)CC1 (stereo not given)	x	x	2	1	3	x	0.6	6	1.1	-6
CCOc1ccccc1C(=O)OCC(=O)Nc1cccc(S(=O)(=O)N2CCCC2)c1	x	-11	-1	-9	1	-0.5	-5.0	9	-2.0	7
O=C(COc1ccc(Br)cc1)NCCN1CCCC1	4	-7	2	8	2	0.8	0.0	-12	-0.6	16
Nc1ncnc2c1ncn2CCc1ccccc1	2	-7	5	-11	2	3.2	-0.4	13	1.1	1
CCOCCCNC(=S)N(CCCN(C)C)Cc1cc2cc3c(cc2[nH]c1=O)OCCO3	28	9	18	14	5	1.9	0.6	-23	0.8	u
Cc1noc(C)c1S(=O)(=O)N(C)C[C@H]1Oc2ccc(NS(=O)(=O)c3cn(C)cn3)cc2C(=O)N([C@H](C)CO)C[C@@H]1C	x	-1	10	10	14	-2.7	-2.0	-3	-0.5	-10
CC(CCc1ccccc1)NC(=O)/C=C/c1ccccc1 (stereo not given)	11	-7	3	15	5	1.9	-1.6	4	0.4	10
CCn1cc(S(=O)(=O)Nc2nc3ccc(OC)cc3s2)cn1	-14	0	0	6	5	-1.5	-1.5	-10	-0.6	-6
Cc1cc(C)n(CC(O)COc2ccc(F)cc2)n1 (stereo not given)	x	-4	-1	1	3	-3.5	-1.1	17	-0.4	-3
CCCC(C)C(=O)Nc1ccccc1C(=O)OCC (stereo not given)	28	3	3	0	-20	0.5	-1.4	8	-0.7	-6
C=CCN1C(=O)c2ccc(C(=O)N3CCN(S(=O)(=O)c4ccccc4Br)CC3)cc2C1=O	x	5	0	-2	1	1.4	-4.8	-7	x	1
CCCn1c(C2CC(=O)N(c3ccc(C)cc3)C2)nc2ccccc21 (stereo not given)	27	-5	1	1	-8	-0.5	-1.5	18	9.3	2
Cn1cnc(S(=O)(=O)Nc2ccccc2N2CCOCC2)c1	-8	-2	-3	4	10	-1.1	-2.9	-6	-0.8	x
COc1cc(N)c(Cl)cc1C(=O)OCC(=O)NCC1CCCCC1	x	5	2	11	4	-0.1	-1.8	8	1.5	-12
COc1ccc(NC2CC(=O)N(C)C2=O)cc1 (stereo not given)	8	-1	1	4	-1	2.9	-1.1	-4	x	2
COc1cccc(-c2csc(NC(=O)Oc3ccccc3)n2)c1	25	-1	1	4	-13	-0.5	-2.3	-9	0.3	-5
Cc1cc(C)nc(SCC(=O)N/N=C/c2cccs2)n1	-1	0	2	10	10	-2.1	-0.8	5	x	2
COc1ccc(S(=O)(=O)NC(C)C)cc1C(=O)NC1CCCCC1	-8	-11	1	4	2	-1.8	0.3	0	x	-8
Nc1cc(N)nc(SCC(=O)NCc2ccco2)n1	10	-2	-2	-13	10	2.1	-3.4	7	-0.7	2
CCOC(=O)c1cc2c(nc1N)CC(C)(C)OC2	0	5	164*	20	5	-4.4	1.7	-99	-2.0	-2
O=C(CSc1nnc(CNC(=O)c2c(F)cccc2Cl)o1)Nc1ccc2c(c1)OCCO2	20	3	5	3	4	1.1	-1.5	4	-0.8	10
Cc1nc(C)c2c(=O)cc(-c3ccccc3)[nH]c2n1	-9	2	5	17	8	1.1	-1.7	-11	0.0	-2
CN(/N=C/c1ccncc1)C1=NS(=O)(=O)c2ccccc21	17	0	10	21	-4	-0.4	-0.5	15	-1.1	5
CCN(CC)CCOC(=O)c1ccc(NC(=O)C(C)NC(=O)C23CC4CC(CC(C4)C2)C3)cc1 (stereo not given)	-7	0	0	0	-2	-0.3	-0.4	6	0.0	1
CCOc1c2ccc(C(=O)NCc3ccc(C)cc3)cc2nn1CCOC	9	-2	44*	0	-16	4.5	2.3	-44	-4.4	8
CCOc1ccc(CNC(=O)CCn2c(=O)oc3ccccc32)cc1	8	5	-1	17	0	-0.8	0.3	-3	-2.6	-2
Cc1cc(C)cc(OCC(=O)N(C)CC(=O)Nc2ccc(Cl)c(C(F)(F)F)c2)c1	x	-17	-4	-4	2	0.7	-2.0	29	-2.2	-1
CCN(CC(=O)NCc1cccs1)C(=O)c1cccc(Cl)c1	x	-1	4	4	0	-2.7	-1.2	-5	0.3	-11
CC(C)(C)c1ccc(C(CC(=O)O)NC(=O)Cc2ccc(Cl)cc2)cc1 (stereo not given)	10	-14	2	-8	5	2.3	-3.1	-2	-0.3	12
Cc1ccc(F)cc1C(=O)N1CCCCC1c1cc(C(=O)Nc2cccc(C#N)c2)no1 (stereo not given)	x	x	0	5	x	x	-2.6	7	0.8	-4
Cn1c(-c2cccc([N+](=O)[O-])c2)cnc1NCc1cccc(F)c1	5	6	-1	5	-18	0.6	-0.6	-5	20	u
CCC(=O)Nc1ccc2c(c1)nc(CCN1CCN(c3ccccn3)CC1)n2C	15	x	4	2	7	-0.6	0.2	15	0.3	-20
Fc1ccc(OCCOCCNCC2CCCO2)cc1 (stereo not given)	-9	12	-3	7	-7	-1.5	-2.7	9	0.0	6
COc1ccc(S(=O)(=O)N2CCCCC2)cc1NC(=O)CCc1nc2ccccc2c(=O)[nH]1	x	-7	5	4	-1	1.0	-0.5	3	-1.7	-4

The listing continues.
compound	VHR inh abs	Rv3671c inh	FBA Mtb inh	GDH-TPI inh	MazF activator	UGM FP inh	FadD28 binding	CCHFV vOTU inh	BioA inh	BoNT-F LC inh
Nc1nc(NCc2ccco2)nc(N2CCCCC2)c1[N+](=O)[O-]	2	12	-1	13	-4	0.3	-0.3	0	-0.1	-7
Cc1cccc(NC(=O)c2ccc([N+](=O)[O-])o2)n1	-11	2	2	17	4	2.7	0.4	-3	-1.0	-6
CCOC(=O)c1c(C)nc(-c2ccccc2)nc1NC(=O)CC	7	1	5	16	0	-0.9	1.3	-1	x	-16
C(/C=C/C=C/Nc1ccccc1)=Nc1ccccc1	29	4	-1	5	3	-0.4	-1.7	5	x	2
Cc1ccc(COC(=O)c2cccc(S(=O)(=O)N3CCCCC3)c2)cc1	x	x	0	-14	-4	x	1.9	-6	0.8	-11
COc1ccc(-c2cc3nc4c(c(=O)n3[nH]2)CCC4)cc1	6	1	38*	11	-15	0.4	-1.4	-3	x	8
CC(=O)OCC[n+]1c(C)n(-c2ccccc2)c2ccc(Cl)cc21	-3	6	3	1	0	-1.7	-0.9	-4	4.3	0
COc1ccc(-c2noc(CCC(=O)NCC3CCCO3)n2)cc1 (stereo not given)	25	0	0	6	13	0.1	-1.7	-4	x	x
Cc1ccc(S(=O)(=O)NCCC(=O)OCc2ccc([N+](=O)[O-])cc2)cc1C	x	6	1	-2	1	-0.7	-0.2	7	x	1
Cc1cc(C)cc(NC(=O)CSc2nnc(-c3cc(C)[nH]n3)n2N)c1	4	0	0	1	-1	1.3	-0.3	3	0.6	-2
NC(=S)NNc1cccc2cccnc12	18	-81	-5	8	6	-0.2	-3.2	101*	0.4	-25
Cn1c(SCc2cccc(Cl)c2)nc(C(F)(F)F)cc1=O	3	-14	0	-4	1	2.5	-4.5	7	-1.3	3
CCCCN1CC(=O)N2[C@H]3c4ccc(OC)cc4OC[C@@H]3[C@H](c3ccccc3)[C@]2(C)C1=O	x	1	1	-13	25	1.5	-5.8	21	-2.1	-2
Cc1ccc(C2=NN(C3=NN=C(N)Cc4ncnn43)C(O)(C(F)(F)F)C2)cc1 (stereo not given)	-9	3	22	-3	-2	0.3	-3.6	0	x	0
COC(=O)c1ccc(C)c(NS(=O)(=O)c2ccc(C)c([N+](=O)[O-])c2)c1	18	7	-1	9	5	-1.1	-2.4	10	3.3	8
O=C(c1ccco1)N1CCN(Cc2cc(=O)c(OCc3ccccc3Cl)co2)CC1	x	7	-2	-4	5	-2.0	-1.9	-3	1.1	-8
Cc1cccc(C)c1NC(=O)Nc1ccccc1-n1ccnc1	14	2	1	-6	6	-1.8	-2.4	2	x	-6
N#Cc1nc(-c2cccs2)oc1NCCCN1CCOCC1	-9	-2	+	15	6	-0.3	-1.4	-230	2.3	-20
O=C(CSc1nc2cc(C(F)(F)F)ccc2n1Cc1ccccc1)NC1CCS(=O)(=O)C1 (stereo not given)	-2	-7	3	8	0	-0.4	-3.9	1	x	0
CCOc1cc(/C=N/O)ccc1OCc1ccc(F)cc1	-17	-7	0	9	3	2.1	-3.0	3	1.2	-3
Cc1ccc(NC(=O)CN2C(=O)NC3(CCCC3)C2=O)c(Cl)c1	19	6	2	-5	2	1.4	-0.7	7	1.2	-1
CCOC(=O)C1(CC2CC2)CCN(Cc2cc(Cl)c(O)c(OC)c2)CC1	30	-3	0	0	0	2.6	-1.2	-4	-0.2	-2
O=C(Nc1ccc2oc(-c3ccccc3F)nc2c1)c1ccco1	13	-11	3	0	1	0.0	-2.6	-10	1.1	-1

Profiles, looked up by structure. Values in the order: VHR inh abs | Rv3671c inh | FBA Mtb inh | GDH-TPI inh | MazF activator | UGM FP inh | FadD28 binding | CCHFV vOTU inh | BioA inh | BoNT-F LC inh
`COc1ccc(-c2noc(CCC(=O)NCC3CCCO3)n2)cc1` (stereo not given) as listed: 25 | 0 | 0 | 6 | 13 | 0.1 | -1.7 | -4 | x | x
`N#Cc1nc(-c2cccs2)oc1NCCCN1CCOCC1` as listed: -9 | -2 | + | 15 | 6 | -0.3 | -1.4 | -230 | 2.3 | -20
`Cc1cccc(C)c1NC(=O)Nc1ccccc1-n1ccnc1` as listed: 14 | 2 | 1 | -6 | 6 | -1.8 | -2.4 | 2 | x | -6
